LANA DNA inh: inhibitors of KSHV C-LANA binding to DNA, primary screen, biochemical, fluorescence polarization, FAM-LBS DNA, MBP-C-LANA, single point; Kaposi's sarcoma herpesvirus LANA C-terminal domain (residues 932-1162) DNA binding; inhibition, % at 9 µM; actives 0.078% (n = 340,000);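 active = highest replicate inhibition at or above 60% at 9 µM, even if other replicates fall short; inactive = all replicates below 60% inhibition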;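 also: 0% = neutral control wells and 100% = 4 µM acridine orange control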
CAL PDZ FP-1: CAL PDZ peptide-binding inhibitors, primary screen, biochemical, fluorescence polarization, Cer-tagged CAL PDZ, HTS. Golgi-associated PDZ and coiled-coil motif-containing protein (Homo sapiens), Q9HD26. purified CAL PDZ, TMR-peptide fluorescence polarization, 1 h. inhibition, % at 20 µM. actives 0.02% (n = 330,000). AID 504414, 2011;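 active = highest replicate inhibition of at least 40%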;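 also: plate controls were DMSO neutral control wells for no effect and unlabeled competitor peptide control wells for full effect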
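material = purified tagged CAL PDZ domain construct (CerCALP) | compound dosing = 20 µM, one dose | times = 1 h at RT | measured by = fluorescence polarization from S- and P-plane intensities, G-factor corrected | read-out = inhibition from polarization loss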
Cardiac RTF inh: cardiac RTF calcium sensitivity inhibitors, primary screen, biochemical, IANBD-TnC fluorescence, EC70 calcium; Troponin I, cardiac muscle (Homo sapiens) + Troponin T, cardiac muscle (Homo sapiens) + …; inhibition, % at 7.15 µM; IANBD-labeled cardiac RTF, Ca2+ fluorescence; actives 0.12% (n = 340,000);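 active = inhibition above the mean inhibition of all tested compounds plus 3 SD, cut at about 17% in these data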;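 also: assay run at fixed EC70 calcium of 1.6 mM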
NSD2 HMT inh: NSD2 histone methyltransferase inhibitors, primary screen, biochemical, AlphaScreen, single concentration, set 2. Histone-lysine N-methyltransferase NSD2 (Homo sapiens), O96028. NSD2 peptide methylation, 120 min. inhibition, % at 12.5 µM. actives 0.54% (n = 310,000); in the data active = inhibition above about 50%
Pemphigus Ab inh: inhibitors of pemphigus antibody binding to DSG3, primary screen, biochemical, bead-based, flow cytometry, scFv-GFP | Desmoglein-3 (Homo sapiens), P32926 | DSG3-coupled beads, scFv-anti-DSG3-GFP binding; active compounds read low | binding (percent of control), % at 10 µM | actives 0.48% (n = 310,000);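 active = binding more than 3 SD below its plate's average and above zero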;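 also: hits lower antibody fragment binding to DSG3; some compounds called inactive have numbers as strong as hits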
Keap1 Nrf2 FP: Keap1-Nrf2 protein-protein interaction inhibitors, primary screen, biochemical, fluorescence polarization, single point; Kelch-like ECH-associated protein 1 (Homo sapiens), Q14145; Keap1 Kelch-Nrf2 peptide fluorescence polarization, 1536-well; actives 0.15% (n = 340,000); AID 504523, 2011; inhibition, % at 9.4 µM; in the data active = inhibition above about 12%;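 also: human Keap1 Kelch domain with fluorescein labeled Nrf2 9mer peptide probe; 0% = neutral control wells and 100% = peptide positive control; higher means more block of Keap1 binding to Nrf2 peptide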
CAL PDZ FP-2: untagged CAL PDZ binding inhibitors, primary screen, biochemical, fluorescence polarization, HTS; inhibition, % at 24.9 µM; Golgi-associated PDZ and coiled-coil motif-containing protein (Homo sapiens), Q9HD26; purified CAL PDZ, TMR-peptide fluorescence polarization, 1 h; AID 602252, 2012; actives 0.92% (n = 300,000);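 active = mean inhibition of at least 30% with at least half of replicates also reaching 30%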;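 also: 0% = DMSO neutral control and 100% = excess unlabeled competitor peptide PRC23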
V-ATPase pHluor: regulators of yeast V-ATPase proton pumping, primary screen, pHLuorin cytosolic pH fluorescence; S. cerevisiae; response, % at 10 µM; actives 0.37% (n = 350,000); AID 504577, 2011; in the data active = response mostly above about 7.3%, no sharp cut-off; inactive = mostly below about 5.4%; also: actives read high; inactives centre near 0; some compounds called inactive have numbers as strong as hits; reference of the scale not given here
Arr AP2 block: inhibitors of beta-arrestin/AP2 binding, primary screen, biochemical, GPCR trafficking, flow cytometry; beta-arrestin 1 C-terminal peptide binding to AP2 beta2-adaptin appendage (human); FITC-arrestin peptide / GST-AP2 beads; AP2 beta2 appendage carries R879A mutation; inhibition, % at 10 µM; actives 0.31% (n = 340,000); AID 504490, 2011;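 active = inhibition above a set limit, near 3 SD of compounds lacking own fluorescence, cut at about 54% in these data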;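 also: plate controls were DMSO wells for no effect and 5 µM unlabelled arrestin peptide for full effect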
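Measured by: flow cytometry, FL1 (488/535 nm); Material: AP2 appendage R879A on GSH beads; Evaluation: percent response; Timing: pre-incubation 12 min, peptide binding 1 h, room temperature; Also added: 50 nM FITC-arrestin peptide; Medium: PBS with 0.05% Tween 20 and 0.1% BSA.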
DAGLB inhibitor: DAGLB lipase inhibitors, primary screen, biochemical, fluorescence, HTS | HEK293T DAGLB membrane lysate, EnzChek fluorogenic substrate | inhibition, % at 5.17 µM | actives 0.059% (n = 340,000); in the data active = inhibition above about 34%;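 also: 0% = enzyme with vehicle and 100% = wells lacking enzyme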
Target sequence (Q8NCG7 whole entry, looked up): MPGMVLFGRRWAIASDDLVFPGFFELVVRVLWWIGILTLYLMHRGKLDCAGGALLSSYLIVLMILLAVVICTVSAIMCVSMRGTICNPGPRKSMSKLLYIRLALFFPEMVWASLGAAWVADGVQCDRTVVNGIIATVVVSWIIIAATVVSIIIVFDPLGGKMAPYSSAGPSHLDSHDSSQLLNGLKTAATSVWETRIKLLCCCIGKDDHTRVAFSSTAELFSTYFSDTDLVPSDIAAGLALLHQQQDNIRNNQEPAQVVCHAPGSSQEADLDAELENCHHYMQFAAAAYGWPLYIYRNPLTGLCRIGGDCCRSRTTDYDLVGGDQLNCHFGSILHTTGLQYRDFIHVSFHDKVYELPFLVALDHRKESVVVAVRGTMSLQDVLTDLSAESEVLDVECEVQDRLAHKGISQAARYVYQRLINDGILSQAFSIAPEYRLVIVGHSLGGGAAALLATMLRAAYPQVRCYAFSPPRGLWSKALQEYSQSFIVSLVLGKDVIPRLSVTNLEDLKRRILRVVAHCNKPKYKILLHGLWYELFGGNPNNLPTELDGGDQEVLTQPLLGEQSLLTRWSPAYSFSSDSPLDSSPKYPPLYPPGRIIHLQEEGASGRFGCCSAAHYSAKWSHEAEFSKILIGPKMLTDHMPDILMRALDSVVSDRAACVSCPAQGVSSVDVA
An asterisk follows results filed as active; · = no result given; + = active, no number. Some of the compounds tested; count on the stated rates, not on these rows.

LANA DNA inh,CAL PDZ FP-1,Cardiac RTF inh,NSD2 HMT inh,Pemphigus Ab inh,Keap1 Nrf2 FP,CAL PDZ FP-2,V-ATPase pHluor,Arr AP2 block,DAGLB inhibitor,Compound
0.4,-1.4,-6,1,98,-1,1,-3,7,2,CCCCCCNS(=O)(=O)c1ccc(NC(=O)C2CCCO2)cc1 (centres undefined)
0.2,-0.5,-3,-3,103,-7,-1,-2,19,-2,CN(C)c1cc(NC(=O)CNC(C)(C)CC(C)(C)C)c2ccccc2n1
0.9,-0.3,-1,·,98,2,·,1,5,-3,Cc1cc(C)cc(N(CC(=O)Nc2ccccc2)C2=NC3CS(=O)(=O)CC3S2)c1 (centres undefined)
0.0,-2.1,-3,0,113,0,-1,-2,15,0,Cc1ccc(NC(=O)CN2C(=O)c3ccccc3S2(=O)=O)c(C)c1
1.8,-0.5,-5,2,98,0,·,3,11,7,COc1ccccc1NS(=O)(=O)c1ccc(C)c(C(=O)Nc2ccc(S(=O)(=O)Nc3onc(C)c3C)cc2)c1
-0.7,1.3,-2,1,92,-3,1,-1,4,2,Nc1ccc2nc(CCc3ccccc3)[nH]c2c1
1.1,0.1,-1,·,100,0,-4,-1,-1,-4,CC1=CC[C@@]23CCCN2C(=O)CCC[C@H]3C1
1.4,-0.9,-4,-1,109,1,·,3,18,-1,COc1ccc(NC(=O)CCNS(=O)(=O)c2ccc3c(c2)c(=O)n(C)c(=O)n3C)cc1OC
·,·,·,3,108,·,·,-1,-10,·,CCOc1ccc(/C(O)=C2/C(=O)C(=O)N(c3ncccn3)C2c2ccc(Cl)cc2)cc1 (centres undefined)
0.7,0.2,-13,·,98,3,-1,-3,21,-2,CCN1C[C@@H]2[C@@H]3C(=O)N(C)C(=O)[C@@H]3[C@](CC)(C1=O)N2C(=O)c1ccc(C(C)(C)C)cc1
-0.4,-0.5,7,·,122,0,2,-1,-11,1,Cc1ccnc(NC(=O)c2ccc(Cl)c(NC(=O)c3ccccc3C)c2)c1
-1.0,-0.4,-2,·,82,-7,·,0,2,3,CCN(CCNS(=O)(=O)c1ccc2[nH]c(=O)sc2c1)c1ccccc1
1.5,-3.0,-7,·,105,-2,0,0,0,2,O=C(CCc1nc2ccccc2c(=O)[nH]1)NNC(=O)c1cccc(Cl)c1
0.5,·,6,9,95,-6,3,1,2,1,Cn1c(Cn2cnc3ccccc32)nc2ccccc21
-1.8,-3.2,0,0,115,0,0,-1,8,4,Cc1nnc(SCc2cnc(-c3ccccc3)o2)[nH]c1=O

(next part)
LANA DNA inh,CAL PDZ FP-1,Cardiac RTF inh,NSD2 HMT inh,Pemphigus Ab inh,Keap1 Nrf2 FP,CAL PDZ FP-2,V-ATPase pHluor,Arr AP2 block,DAGLB inhibitor,Compound
-0.4,-0.3,2,-1,101,3,0,-3,58*,-2,CSc1ccc(C(=O)C2CCCN(C(=O)c3nn(C)c(=O)c4ccccc34)C2)cc1 (centres undefined)
5.8,-0.7,-7,1,94,-1,-1,-1,2,-5,Cc1ccc(N2CN(Cc3ccco3)CNC2=S)c(C)c1
0.4,0.0,-3,2,80,4,-3,-1,-10,0,Cc1noc(N)c1C(=O)Nc1ccccc1F
-1.1,0.0,3,2,·,-2,-1,-2,14,-8,C/C(=N\N1CCN(Cc2ccc(C)cc2)CC1)c1ccco1
-0.4,-1.5,-7,0,105,-6,-2,1,-4,2,COc1ccc(OC)c(N(CC(=O)Nc2cccnc2)S(=O)(=O)c2ccccc2)c1
-1.3,-0.9,-13,0,105,-9,-2,2,6,-3,COC(=O)c1ccc(C2NC(=O)c3c(sc(C)c3C)N2)cc1 (centres undefined)
-1.8,·,2,1,101,-3,-3,-7,13,-1,Cc1cc(C)c(NC(=O)C2C3/C=C\CCCCC32)c(C)c1 (centres undefined)
-0.5,-2.0,2,-1,·,-3,-4,2,21,-2,CCOC(=O)c1cccc(NC(=O)CCc2nnc3ccc(N4CCCCC4)nn23)c1
-8.6,0.0,-7,3,105,0,-6,3,2,-2,CC1(C)SC2c3ccccc3C(=O)N2C1C(=O)O (centres undefined)
0.7,-1.1,-4,-3,77,-2,-2,1,21,-1,N#CC1=C(SCc2ccccc2)NC(=O)CC1c1ccccc1 (centres undefined)
-0.5,-0.5,-3,-5,117,-3,1,-1,-5,-4,COc1cc(/C=N/OCC(=O)NC2CCS(=O)(=O)C2)ccc1OC(F)F (centres undefined)
0.1,-2.3,3,0,·,-1,4,3,11,-1,CN(C)S(=O)(=O)c1ccc(C(=O)Oc2ccccc2)cc1
1.4,·,1,6,99,-4,-1,0,-5,-2,CC(C)CC(c1nnnn1C(C)C)N1CCN(c2ccccc2)CC1 (centres undefined)
0.1,-0.9,-10,-2,101,2,-1,-1,-6,-2,O=C(c1ccc(Cl)c(Cl)c1)N1CCCC1
-2.9,-0.7,1,-1,114,0,-3,1,-7,0,O=C(NCC(=O)N1CCN(S(=O)(=O)c2ccccc2F)CC1)c1ccc(Br)o1

The final two compounds of the section before come first, to join the parts:
LANA DNA inh,CAL PDZ FP-1,Cardiac RTF inh,NSD2 HMT inh,Pemphigus Ab inh,Keap1 Nrf2 FP,CAL PDZ FP-2,V-ATPase pHluor,Arr AP2 block,DAGLB inhibitor,Compound
0.1,-0.9,-10,-2,101,2,-1,-1,-6,-2,O=C(c1ccc(Cl)c(Cl)c1)N1CCCC1
-2.9,-0.7,1,-1,114,0,-3,1,-7,0,O=C(NCC(=O)N1CCN(S(=O)(=O)c2ccccc2F)CC1)c1ccc(Br)o1
-1.1,0.4,-4,-1,104,0,-7,3,2,0,O=C1C2CCCN2C(=O)N1CCCN1CCN(c2cccc(Cl)c2)CC1 (centres undefined)
-1.0,0.1,-2,2,105,1,-1,-2,48,-4,O=C(NC1CCCCC1)N(Cc1ccccc1)Cc1ccco1
-0.3,0.4,-4,·,104,-4,-2,-2,-1,-9,CCc1cc(Cn2nc(-c3ccccc3)cc2C(=O)NCc2ccc(C)cc2)on1
-1.4,-0.5,-4,1,112,-1,-3,10,27,0,CCCC(=O)C1=C(N(C)c2ccccc2)CC(C)(C)CC1=O
-0.1,-2.7,5,-3,105,-5,-4,5,2,4,CCCc1cc(=O)oc2cc(C)cc(OC(C)C(=O)NCc3ccccn3)c12 (centres undefined)
-0.1,-2.2,-28,-4,100,3,-3,2,0,0,N=C1C(=O)OCC1c1ccccc1NC(=O)c1ccccc1 (centres undefined)
-0.7,-1.6,-4,-2,104,-2,-3,-1,2,-1,CC(=O)OC1OCCOC1NC(=S)Nc1cccc(C(F)(F)F)c1 (centres undefined)
0.3,0.2,-3,4,·,-2,·,5,-4,0,C=CCOC(=O)C1=C(C)NC2(O)c3ccccc3C(=O)C12O (centres undefined)
-0.1,-2.7,2,-1,98,-2,-4,-8,10,1,O=C(c1ccccc1)N1CCCC(c2nc3c(nnn3Cc3ccccc3)c(=O)[nH]2)C1 (centres undefined)
-1.3,-2.9,-6,0,101,-4,0,0,13,-4,O=C(NC1CCS(=O)(=O)C1)C12CC3CC(CC(C3)C1)C2 (centres undefined)
0.2,-1.0,0,·,105,-8,0,3,6,0,CC(C)(C)OC(=O)C[C@@H]1C/C=C\C[C@@H](CC(=O)NCCO)C(=O)NCCOC1=O
-0.2,-3.1,8,3,104,-9,-1,2,4,-1,CCOC(=O)/C=C/C(=O)N1CCc2ccccc21
-0.2,-1.0,1,·,·,-6,-4,7,-1,1,O=C(NC12CC3CC(CC(C3)C1)C2)c1cc2nc(-c3ccco3)cc(C(F)(F)F)n2n1
1.7,-2.9,3,-4,98,4,5,-3,28,0,COc1ccccc1C(=O)NCC(=O)NCc1cc(=O)n(C)c(=O)n1C
1.3,-2.6,-12,·,102,-12,0,-5,-6,-1,COc1cc2c(=O)n(CCCN3CCOCC3)c(=S)[nH]c2c(OC)c1OC

Additional entries follow.
LANA DNA inh,CAL PDZ FP-1,Cardiac RTF inh,NSD2 HMT inh,Pemphigus Ab inh,Keap1 Nrf2 FP,CAL PDZ FP-2,V-ATPase pHluor,Arr AP2 block,DAGLB inhibitor,Compound
-3.5,-1.7,9,·,·,-4,1,-1,-3,23,Fc1cccc(NC(=S)NNc2c3ccccc3nc3ccccc23)c1
·,·,·,-1,98,·,·,0,·,0,CCCN(CC(=O)NC(=O)NCc1ccccc1)CC(=O)Nc1ccc(F)c(F)c1F
0.2,-0.5,4,0,97,1,13,3,22,1,COc1ccc(C(=O)NNC(=O)CSc2ccccc2)cc1
-2.1,-1.1,-13,-1,99,-4,+,1,-5,1,COc1ccc(CN(C)C(=O)CNC(=O)CNC(=O)c2ccc(Cl)cc2Cl)cc1F
0.6,-2.7,-6,1,103,1,-2,1,4,1,Cc1ccc2oc(C(=O)Nc3ccc(S(=O)(=O)Nc4onc(C)c4C)cc3)cc(=O)c2c1
1.2,·,-4,2,112,3,-5,0,-3,-1,CC(C)CN1CCN(Cc2c[nH]c3ccccc23)CC1CCO (centres undefined)
-1.5,-2.8,-1,-2,107,-5,·,3,-11,3,CCOC(=O)c1cc(NC(=O)C2C3CCC(O3)C2C(=O)O)cc(C(=O)OCC)c1 (centres undefined)
1.6,-1.6,-15,3,109,-1,-2,0,2,1,C/C(=N\NC(=O)CCc1c[nH]c2ccccc12)c1cccc([N+](=O)[O-])c1
0.2,-0.1,-8,8,118,-11,-5,1,21,-1,CN1CCc2nc3ccccc3c(C(=O)OCC(=O)N(CCC#N)c3ccccc3)c2C1
0.8,0.5,-3,-3,99,-6,·,-3,4,1,CCS(=O)(=O)N1CCN(c2nc(-c3ccccc3)cs2)CC1
-1.0,-1.1,-10,-3,120,-7,-3,-5,2,-1,COc1ccc(CCN2C(=O)CC(N3CCOCC3)C2=O)cc1 (centres undefined)
2.3,-0.4,-14,0,109,-6,-3,2,2,-1,CCOc1cc(CNc2ccc(S(N)(=O)=O)cc2)cc(Cl)c1OC
0.0,0.2,-1,2,107,-5,-4,0,0,0,CC1c2c([nH]c3ccccc23)CCC1C(=O)O (centres undefined)
0.7,0.2,0,-3,103,-8,-4,-2,8,-2,COc1ccc(CNC(=O)COC(=O)C2CCN(S(=O)(=O)c3ccccc3C(F)(F)F)CC2)cc1
0.7,-1.9,-15,1,87,-4,1,-1,-6,3,CC1CCN(S(=O)(=O)c2ccc(C(=O)Nc3nnc(-c4ccccn4)o3)cc2)CC1

Bioassay records as filed in PubChem.
